KCC2 mod – KCC2 (human) Cl- transport modulation. Q9H2X9. KCC2 cells, thallium flux FluoZin-2 fluorescence. B-score of Tl+ flux slope (higher = more flux/activation; lower = inhibition) at 10 µM. hit rate 2.2% among 190,000. AID 1456;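 active = thallium flux slope and its plate-corrected score both differing from the plate sample mean at a set confidence after two filtering rounds, in either direction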;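 note: slope of fluorescence scaled to starting intensity during 10 to 20 s after thallium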
TbHK1 inh – T. brucei hexokinase 1 inhibition; AID 1430; inhibition, % at 10 µM; hit rate 0.11% among 220,000; recombinant TbHK1, G6PDH-coupled NADH A340;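 active = inhibition of 50% or more in the single-dose primary screen; inactive = inhibition below 50%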
Thrombin inh – blocks human thrombin protease activity; P00734; alpha-thrombin, Boc-VPR-AMC fluorogenic substrate cleavage; inhibition, % at 5 µM; hit rate 0.26% among 220,000; AID 1046;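 active = inhibition at or above 40%; inactive = inhibition below 40%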;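 note: 0% = enzyme with no compound and 100% = wells without enzyme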
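Assay system: human alpha-thrombin enzyme. Reagent: Boc-VPR-AMC substrate, 15 µM final. Compound dosing: one concentration per compound, 5 µM, with 0.2% DMSO. Incubation: room-temperature reaction. Technique: AMC fluorescence, 355/460 nm. Measure: % inhibition relative to enzyme controls and enzyme-free blanks.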
EBV gp42 block – EBV gp42 inhibition; Q1HVG2; Fluorescence polarization binding assay, mP read-out; inhibition, % (tested at 21.74 µM); hit rate 0.42% among 220,000; in the data active = inhibition above about 50%
Target sequence (Q1HVG2 whole entry, looked up): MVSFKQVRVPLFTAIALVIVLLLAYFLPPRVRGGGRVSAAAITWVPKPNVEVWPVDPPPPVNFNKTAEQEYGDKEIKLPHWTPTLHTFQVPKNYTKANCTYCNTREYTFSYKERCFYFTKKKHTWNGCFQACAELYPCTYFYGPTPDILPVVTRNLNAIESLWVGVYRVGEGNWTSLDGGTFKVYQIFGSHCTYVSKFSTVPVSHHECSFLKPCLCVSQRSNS
Furin inhibitor – inhibitors of human furin | inhibition, % at 30 µM | hit rate 0.061% among 220,000 | P09958 | purified furin, fluorogenic substrate cleavage | AID 463115; in the data active = inhibition above about 25%; note: inactives centre near -15
Target sequence (P09958 108-714 limits assumed): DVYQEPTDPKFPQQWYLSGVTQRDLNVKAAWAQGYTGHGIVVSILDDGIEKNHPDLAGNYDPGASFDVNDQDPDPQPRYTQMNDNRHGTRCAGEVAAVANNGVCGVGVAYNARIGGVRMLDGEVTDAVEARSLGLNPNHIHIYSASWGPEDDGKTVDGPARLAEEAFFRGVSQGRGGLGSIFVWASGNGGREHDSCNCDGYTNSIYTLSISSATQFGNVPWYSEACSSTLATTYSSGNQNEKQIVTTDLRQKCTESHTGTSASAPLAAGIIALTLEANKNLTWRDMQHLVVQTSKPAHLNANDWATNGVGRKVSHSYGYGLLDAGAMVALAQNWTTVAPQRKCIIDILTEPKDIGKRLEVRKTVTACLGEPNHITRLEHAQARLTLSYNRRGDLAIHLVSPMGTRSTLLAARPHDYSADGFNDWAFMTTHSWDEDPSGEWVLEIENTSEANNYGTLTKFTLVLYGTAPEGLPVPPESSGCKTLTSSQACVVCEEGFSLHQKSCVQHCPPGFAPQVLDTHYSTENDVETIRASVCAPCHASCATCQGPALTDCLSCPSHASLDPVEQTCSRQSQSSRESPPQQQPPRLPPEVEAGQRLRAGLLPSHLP
TRPML3 agonist – agonists of human TRPML3 channel. hit rate 0.29% among 220,000. Q8TDD5. HEK293 TRPML3-YFP, Fluo-8 calcium fluorescence; 100% = the carbachol control signal. activation, % at 3 µM;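 active = activation above its plate's cutoff, the mean activation of the plate's test wells plus 3 SD, cut at about 12% in these data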;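 note: 0% = DMSO only wells and 100% = carbachol wells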
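Test system – HEK293 line with stable expression of human TRPML3-YFP channel · Control set – carbachol 87 µM final as high control (100%), DMSO as low control (0%) · Signal – Fluo-8 calcium dye fluorescence, ex 470-495, em 515-575 nm · Incubation – 1-h 37 °C dye load, 5-s basal, 120-s post-compound reads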
Calpain2 inh – blocks pig calpain II enzyme activity | purified calpain II, fluorogenic peptide substrate, 30 min | inhibition, % at 16 µM | hit rate 0.37% among 220,000;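 active = inhibition above about 50%, limit read from the data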
PPC-1+TRAIL kill – kills PPC-1 cancer cells in the presence of TRAIL; AID 1443; PPC-1 cells + TRAIL, ATPLite viability luminescence; cell killing (% activity), % at 4 µM; hit rate 0.41% among 220,000;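 active = cell killing above 50% in the first pass at 4 µM, then a duplicate retest at 5 µM averaging 50% or more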;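 note: plate controls were cells with TRAIL plus DMSO for no effect and medium-only wells lacking cells for full effect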
zfTRPN1 agonist – agonists of zebrafish TRPN1 channel; hit rate 0.18% among 220,000; activation, % at 3 µM; HEK293 zebrafish TRPN1-YFP, Fluo-8 calcium fluorescence; 100% = response to 87 µM carbachol;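 active = activation above its plate's cutoff, the mean activation of test wells on that plate plus 3 SD, cut at about 19% in these data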;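 note: 0% = DMSO alone and 100% = 87 µM carbachol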
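Material: zebrafish TRPN1-YFP in HEK293 cells. Doses: one dose of 3 µM, 0.3% DMSO. Incubation: dye 1 h 37 °C plus 30 min RT. Measured by: intracellular calcium fluorescence with Fluo-8.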
* hit, by the source's call; i = inactive; · = no result given; [ ] = another dose, or the depositor's remark.

SMILES	KCC2 mod	TbHK1 inh	Thrombin inh	EBV gp42 block	Furin inhibitor	TRPML3 agonist	Calpain2 inh	PPC-1+TRAIL kill	zfTRPN1 agonist
CC(=O)c1cc(CN2CCN(CCC(C)C)C(CCO)C2)cs1 (centres undefined)	0.44	-4	-9	-8	-16	0.7	-5	-9	0.1
Cc1ccccc1Cc1c(C)nc2c(C(=O)NCc3ccc4c(c3)OCO4)cnn2c1C	-0.072	-4	-6	-5	-19[20 µM]	0.1	-18	0	-0.1
CCOc1ccc(Cn2c3ccc(OC)cc3c3nc4ccccc4nc32)cc1	0.91	7	-10	123*	-4	1.3	30	2	1.4
c1ccc2cc(OCCN3CCCC3)ccc2c1	0.64	-4	1	-9	-16	1.5	7	10	0.9
O=C(Nc1ccc(O)cc1C(=O)O)c1cccs1	-0.52	-19	-6	-13	-17	-0.3	5	·	-0.4
COCCCNC(=O)CNC(=S)N(Cc1ccccc1F)C1CCCCC1	-0.33	-6	-3	7	-12[20 µM]	0.0	-20	16	0.2
Cc1cccc(C(=O)Nc2ccc(C)c(OC(=O)c3cccc(C)c3)c2)c1	·	2	0	-1	-15[20 µM]	-0.5	-3	27	-0.1
CCOC(=O)c1ccc(CNC(=O)c2cc(C(C)(C)C)oc2C)o1	-0.36	0	-4	-7	-22[20 µM]	-0.7	-9	-1	0.2
COC(=O)c1ccc(COc2ccc(C=O)cc2OC)o1	0.33	0	0	-2	-7	0.5	-22	4	0.3
COc1ccc(C(=O)N/N=C/c2ccc(OC)c(CN3CCCc4ccccc43)c2)cc1	-0.61	-33	-2	3	-14	0.1	-62	8	-1.3
COc1cccc(Cn2c(N)c(C#N)c3nc4ccccc4nc32)c1OC	·	-3	6	-22	-20	0.9	-476	29	1.1
CCOC(=O)c1ccc(NC(=S)N2CCSC2c2ccc(Cl)cc2)cc1 (centres undefined)	-0.026	5	-12	8	-16	3.1	17	17	5.2
Cc1c2c(nc3nc4ccccc4n13)CCCC2=O	-0.0055	-7	2	10	-15	0.7	13	-16	1.9
CC(C)Cc1nc(SCC(=O)NCc2ccccc2)n[nH]1	-0.18	-7	-8	-16	13[20 µM]	-0.7	-1	17	-0.1
COc1cc2c(cc1OC)C(c1cc3ccccc3oc1=O)=NC(C)(C)C2	-0.27	-20	4	-6	-10[20 µM]	0.9	12	14	-1.8
CCOC(=O)N1CCN(c2nc(=S)n(-c3ccccc3)c(C)c2C(C)=O)CC1	0.019	-8	-11	-1	-20	-0.2	-6	-9	0.9
Cc1nn(CC2CC2)c(=O)n1-c1ccc(F)cc1	-0.71	-4	-1	-6	-17	-0.4	-7	15	1.4
Cc1cccc(OCCC(=O)NCC(c2ccco2)N2CCCCC2)c1 (centres undefined)	0.39	6	0	-15	-19[20 µM]	0.7	1	15	0.1
Cc1ccccc1-c1nc(-c2ccccn2)no1	-0.96	4	0	-3	-30	-1.6	-5	84*[5 µM]	0.1
Nc1ccccc1SCc1cc([N+](=O)[O-])cc2c1OCOC2	-1.5	-4	-8	7	-20[20 µM]	4.9	13	5	-1.2
COc1ccccc1/C=N/NC(=O)c1ccc(Br)cc1	-0.19	-9	4	-13	-6	-0.4	48	4	-0.1
CCN1C(=O)[C@H]2[C@H]3[C@H](O)[C@H](O)C/C(=N\OC[C@@H](C)[C@H](OCc4ccccc4)C(C)C)[C@@H]3CC[C@H]2C1=O	-0.076	-1	12	-12	-13	-0.3	20	12	0.6
Clc1ccc(OCc2cn3ccccc3n2)c2ncccc12	-3.7*	-11	-4	-5	-25	-0.9	-24	-3	-1.8
CCN(CC)CCn1nc(C)nc1-c1ccccc1O	·	2	-3	-16	-25[20 µM]	0.7	12	24	0.5
CCN(CC)C(=O)CSc1nc2cc3c(cc2c(=O)n1Cc1ccc2c(c1)OCO2)OCO3	-0.85	1	-2	1	16	0.7	-74	24	1.0
O=C(N/N=C/c1cc2c(cc1Br)OCO2)c1cccnc1	0.0086	-32	-9	-5	15	1.4	-19	4	-0.1
COCCNC(=O)CSc1nnc2c(Cl)cc(Cl)cn12	0.15	-2	17	-19	-10[20 µM]	-0.5	8	7	0.4
CC(C)(C)c1ccc(S(=O)(=O)N2CC(=O)Nc3ccccc32)cc1	0.2	2	-2	6	-11[20 µM]	0.4	-8	-13	0.8
COC(=O)c1cc(Cl)c(NS(=O)(=O)c2ccccc2)cc1OC	0.52	-7	-4	3	-21	-0.7	-23	17	0.5
COc1ccccc1CNC(=O)CCCOc1cc(=O)n(C)c2ccccc12	-0.64	-5	-12	3	-21[20 µM]	0.4	-2	19	-1.5
CCOC(=O)c1[nH]c2ccc(OC)cc2c1NC(=O)N1CCOCC1	·	-17	-5	-5	-6[20 µM]	0.6	i	2	0.9
CN(C)C(=O)CN1CCN(C(=O)CCl)CC1	1.3	-4	-10	-9	-18	1.4	-24	28	1.3
O=C(CCN1C(=O)/C(=C/C=C/c2ccccc2)SC1=S)Nc1nc2ccccc2s1	0.64	-5	0	-13	-7	0.9	-20	-15	0.1
O=C(COc1ccc(Br)cc1CNCCCN1CCOCC1)Nc1ccccc1	-0.17	5	-6	-12	-29	0.3	-14	4	-1.6
CCOC(=O)c1oc2cc(O)cc(C)c2c(=O)c1-c1cscn1	0.93	-13	-3	7	2[20 µM]	-0.4	-1	-5	-0.5
CCCCOc1cccc(/C=N/NC(=O)c2csc(C)c2C)c1	-1.3	3	0	7	-11[20 µM]	-0.1	5	-3	-0.9
COc1ccccc1Oc1ccc(S(=O)(=O)NCc2ccccn2)cc1	·	-2	-8	-4	-8[20 µM]	3.0	32	20	4.5
COCC(=O)N(CCc1ccc(OC)c(OC)c1)Cc1nc2ccccc2c(=O)[nH]1	-1.1	0	2	-16	-13	0.5	-4	15	1.9
C=CCn1c(C(CC(C)C)CC(C)O)n[nH]c1=S (centres undefined)	0.5	0	-8	-13	-21	1.0	2	-13	0.0
CCOC(=O)C1(CC2CCCCO2)CCN(C(=O)Nc2ccc3c(c2)OCO3)CC1 (centres undefined)	-0.054	7	-2	-5	-17	0.1	17	5	-0.7
CCCCOc1ccc(-c2nnn(CC(=O)Nc3ncc(CC(=O)OCC)s3)n2)cc1	-1.2	-8	-6	-6	-24[20 µM]	0.5	23	8	1.7
COc1ccc(CNC(=O)CN2CCN(C(c3ccccc3)c3ccccc3)CC2)cc1	0.77	-5	5	-17	-27	-1.5	10	7	-2.8
Cc1ccc2oc(-c3cccc(NC(=O)c4ccc(Br)o4)c3C)nc2c1	0.022	4	1	-13	-5[20 µM]	-0.5	-69	8	-1.3
O=S(=O)(NC1CCCC1)c1cccc(S(=O)(=O)N2CCC(n3nnc4ccccc43)CC2)c1	·	4	7	-8	-20	0.8	-121	11	4.5
O=C1OCc2cccc([N+](=O)[O-])c21	0.34	-2	-3	-3	-17	1.1	-4	27	0.4
O=C(COc1cc(=O)n2c(n1)SCCC2)c1ccccc1	·	-1	1	-14	-15	-0.5	-12	10	-1.0
COc1ccc(NC(=O)Cn2nnc(C(=O)NCCc3ccc(OC)c(OC)c3)c2N)c(OC)c1	-0.007	2	-17	13	-18	-0.2	-5	8	-0.8
CCn1c(SCC(=O)Nc2nnc(C)s2)nnc1-c1ccncc1	0.54	3	-3	5	-18[20 µM]	0.6	-12	23	2.2
Clc1ccc(C2=Nn3c(nnc3-c3cccs3)SC2)cc1	-0.082	-5	0	-22	-7[20 µM]	0.9	-11	37	1.4
COCCN(CCOC)C(=O)COC(=O)c1cc([N+](=O)[O-])ccc1Cl	0.22	-6	6	-12	-31	1.3	-16	11	0.6
CCc1nc(NCCCn2ccnc2)c2oc3ccccc3c2n1	·	-2	5	18	-21	0.5	-11	12	1.0
Cc1ccc(C(=O)NCC(C)(C)O)cc1	-1.1	6	2	-14	-18[20 µM]	0.6	11	28	-0.7
O=C(Nc1nnc(C2CC2)s1)c1cc(S(=O)(=O)N2CCN(c3ccccc3)CC2)ccc1Cl	-1.1	-14	-2	-22	-18[20 µM]	-1.1	-109	1	-0.5
O=C(c1cc(=O)[nH]c2ccccc12)N1CCN(c2cccc(C(F)(F)F)c2)CC1	-0.38	-7	-1	-8	-23	1.3	-9	16	2.8
CN(C)S(=O)(=O)c1cccc(C(=O)N2CCc3ccccc32)c1	-1.7	-3	-4	-5	-10[20 µM]	0.8	-6	17	-1.5
C#CCOCCOCCOCCNc1nc(N2CCN(C(=O)[C@H](CCC(=O)O)n3cc(C(N)Cc4ccc(O)cc4)nn3)CC2)nc(N2CCN(C(=O)[C@H](CCCCN)n3cc(C(N)[C@H](C)CC)nn3)CC2)n1 (some centres undefined)	0.54	2	1	-28	-18	·	6	12	·
CC1(C)Cc2c(sc(NC(=O)COc3ccccc3)c2C#N)C(C)(C)N1	·	-4	-4	-7	-21	0.9	24	-6	1.1

Rewritten with two lines to a compound: 10 of the compounds above
Fields: KCC2 mod, TbHK1 inh, Thrombin inh, EBV gp42 block, Furin inhibitor, TRPML3 agonist, Calpain2 inh, PPC-1+TRAIL kill, zfTRPN1 agonist
CCn1c(SCC(=O)Nc2nnc(C)s2)nnc1-c1ccncc1
    0.54, 3, -3, 5, -18[20 µM], 0.6, -12, 23, 2.2
Clc1ccc(C2=Nn3c(nnc3-c3cccs3)SC2)cc1
    -0.082, -5, 0, -22, -7[20 µM], 0.9, -11, 37, 1.4
COCCN(CCOC)C(=O)COC(=O)c1cc([N+](=O)[O-])ccc1Cl
    0.22, -6, 6, -12, -31, 1.3, -16, 11, 0.6
CCc1nc(NCCCn2ccnc2)c2oc3ccccc3c2n1
    ·, -2, 5, 18, -21, 0.5, -11, 12, 1.0
Cc1ccc(C(=O)NCC(C)(C)O)cc1
    -1.1, 6, 2, -14, -18[20 µM], 0.6, 11, 28, -0.7
O=C(Nc1nnc(C2CC2)s1)c1cc(S(=O)(=O)N2CCN(c3ccccc3)CC2)ccc1Cl
    -1.1, -14, -2, -22, -18[20 µM], -1.1, -109, 1, -0.5
O=C(c1cc(=O)[nH]c2ccccc12)N1CCN(c2cccc(C(F)(F)F)c2)CC1
    -0.38, -7, -1, -8, -23, 1.3, -9, 16, 2.8
CN(C)S(=O)(=O)c1cccc(C(=O)N2CCc3ccccc32)c1
    -1.7, -3, -4, -5, -10[20 µM], 0.8, -6, 17, -1.5
C#CCOCCOCCOCCNc1nc(N2CCN(C(=O)[C@H](CCC(=O)O)n3cc(C(N)Cc4ccc(O)cc4)nn3)CC2)nc(N2CCN(C(=O)[C@H](CCCCN)n3cc(C(N)[C@H](C)CC)nn3)CC2)n1 (some centres undefined)
    0.54, 2, 1, -28, -18, ·, 6, 12, ·
CC1(C)Cc2c(sc(NC(=O)COc3ccccc3)c2C#N)C(C)(C)N1
    ·, -4, -4, -7, -21, 0.9, 24, -6, 1.1

Screening data (PubChem BioAssay)
